# M4 antag = blocks acetylcholine activation of human M4 receptor; P08173; CHO-hM4 cells, ACh EC80, Fluo-8 calcium fluorescence; inhibition, % at 3 µM; actives 0.73% (n = 360,000);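 active = inhibition above its plate's cutoff, the mean inhibition of sample wells plus 3 SD, cut at about 27% in these data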;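 note: 0% = acetylcholine EC80 with DMSO and 100% = DMSO without agonist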
# Target sequence (P08173 whole entry, looked up): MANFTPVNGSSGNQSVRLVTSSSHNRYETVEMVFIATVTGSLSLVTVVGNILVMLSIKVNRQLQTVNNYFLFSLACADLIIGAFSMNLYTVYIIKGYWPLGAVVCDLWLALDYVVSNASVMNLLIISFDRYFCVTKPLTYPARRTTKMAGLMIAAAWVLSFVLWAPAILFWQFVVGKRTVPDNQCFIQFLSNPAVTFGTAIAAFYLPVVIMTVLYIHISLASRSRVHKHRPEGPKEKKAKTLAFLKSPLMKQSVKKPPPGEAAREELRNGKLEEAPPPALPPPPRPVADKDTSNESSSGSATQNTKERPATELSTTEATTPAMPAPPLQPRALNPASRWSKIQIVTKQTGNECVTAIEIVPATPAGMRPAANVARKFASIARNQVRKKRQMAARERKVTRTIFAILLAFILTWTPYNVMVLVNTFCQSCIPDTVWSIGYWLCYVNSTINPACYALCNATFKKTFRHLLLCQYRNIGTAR
# M5 PAM = positive allosteric modulators of human muscarinic M5 receptor | activation, % at 3 µM | P08912 | actives 0.3% (n = 360,000) | CHO-K1 hM5, Fluo-8 calcium, ACh EC20 PAM; 0% = ACh EC20, 100% = ACh EC100 | AID 624038;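 active = activation above the run cutoff, the mean activation of all test compounds plus 3 SD, cut at about 18% in these data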
# Target sequence (P08912 whole entry, looked up): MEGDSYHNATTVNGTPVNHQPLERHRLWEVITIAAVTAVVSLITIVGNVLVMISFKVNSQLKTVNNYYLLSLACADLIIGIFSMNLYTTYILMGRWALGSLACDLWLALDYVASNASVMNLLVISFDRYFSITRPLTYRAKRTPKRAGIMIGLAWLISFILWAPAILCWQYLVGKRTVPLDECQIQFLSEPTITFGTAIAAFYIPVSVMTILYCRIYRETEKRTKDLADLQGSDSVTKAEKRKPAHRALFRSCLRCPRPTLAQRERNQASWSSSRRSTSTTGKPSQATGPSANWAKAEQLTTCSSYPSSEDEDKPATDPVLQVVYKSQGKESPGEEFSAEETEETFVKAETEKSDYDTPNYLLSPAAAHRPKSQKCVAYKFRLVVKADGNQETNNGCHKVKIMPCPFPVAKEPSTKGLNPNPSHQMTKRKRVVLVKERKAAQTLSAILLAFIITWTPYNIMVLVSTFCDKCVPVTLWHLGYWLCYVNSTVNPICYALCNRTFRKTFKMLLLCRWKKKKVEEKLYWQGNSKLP
#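 system = human M5 receptor in CHO-K1 cells | compound = one concentration, 3 µM final (nominal) | schedule = Post-acetylcholine fluorescence recording 140 s | signal = Fluo-8 calcium dye fluorescence, kinetic read | benchmarks = low control EC20 acetylcholine (0%), high control EC100 acetylcholine (100%) | repeats = singlicate, one well per test compound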
# M4 ag = agonists of human muscarinic M4 receptor (CHRM4). P08173. CHO-K1 hM4/Gqi5, Fluo-8 calcium fluorescence; vehicle 0%, full acetylcholine response 100%. activation, % at 3 µM. actives 0.14% (n = 360,000). AID 624127;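 active = activation above the run mean over all test wells plus 3 SD, cut at about 32% in these data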;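 note: peak over basal fluorescence ratio per well then scaled between controls; 0% = DMSO wells and 100% = acetylcholine at EC100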
# M1 antag = blocks human M1 muscarinic receptor | P11229 | CHO-K1 hM1, Fluo-8 calcium fluorescence, ACh EC80 antagonist | inhibition, % at 3 µM | actives 1.3% (n = 360,000) | AID 588852;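 active = percent inhibition above its own plate's cutoff, namely the mean of that plate's compound wells plus 3 SD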;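 note: peak over basal fluorescence ratio during 140 s after agonist addition; 0% = ACh EC80 plus DMSO and 100% = DMSO alone without agonist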
# M1 ag = human M1 muscarinic receptor agonism. P11229. CHO-K1 hM1, Fluo-8 calcium fluorescence, agonist mode; 0% DMSO, 100% acetylcholine EC100. activation, % at 3 µM. actives 0.33% (n = 360,000). AID 588814;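 active = activation above the run's mean compound activation plus 3 SD, cut at about 16% in these data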;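 note: peak over basal fluorescence ratio within a 140 s kinetic read after compound addition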
# M1 PAM = human CHRM1 positive allosteric modulation; CHO-K1 hM1, Fluo-8 calcium fluorescence, ACh EC20; 0% = ACh EC20, 100% = maximal ACh; activation, % at 3 µM; actives 0.088% (n = 360,000); AID 588819; in the data active = activation above about 19%, passing the limit was not always enough
# M5 ag = CHRM5 agonism in calcium assay | P08912 | CHO-K1 hM5 cells, Fluo-8 calcium fluorescence; 0% DMSO wells, 100% maximal acetylcholine response | activation, % at 3 µM | actives 0.19% (n = 360,000) | AID 624037;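 active = activation above the run's mean over test compounds plus 3 SD, cut at about 23% in these data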;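 note: signal is peak over basal fluorescence ratio across the kinetic read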
# TAAR1 agonist = agonists of human TAAR1 | activation, % at 3 µM | AID 624467 | CHO RD-HGA16 TAAR1, Fluo-8 calcium fluorescence; vehicle wells 0%, saturating PEA agonist 100% | Q96RJ0 | actives 0.99% (n = 360,000);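 active = activation above the mean activation of all test compounds in the run plus 3 SD, cut at about 38% in these data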
#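 System: CHO RD-HGA16 cells carrying human TAAR1 plus Gα16; Incubation: 17-24 h seeding, 75 min 37 °C dye, 30 min RT; Measured by: Fluo-8 fluorescence, 5 s baseline then 140 s kinetic read; Control set: DMSO and PEA EC100; Replication: single well for each compound.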
# M5 antag = antagonists of human muscarinic M5 receptor (CHRM5); P08912; inhibition, % at 3 µM; actives 0.59% (n = 360,000); CHO-hM5 cells, Fluo-8 calcium fluorescence, ACh EC80;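 active = inhibition above a per-plate cutoff, the mean of that plate's test compounds plus 3 SD, cut at about 27% in these data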;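 note: 0% = acetylcholine EC80 with DMSO and 100% = DMSO without agonist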
# The depositor's hits bear a star; / = not tested or not shown; & = joins results of further samples. This is a subset, so the mix of outcomes need not match the whole.
SMILES,M4 antag,M5 PAM,M4 ag,M1 antag,M1 ag,M1 PAM,M5 ag,TAAR1 agonist,M5 antag
CC(C)C(=O)N1CCC1(C)C(=O)NCc1ccc(C(C)(C)C)cc1 (stereo unspecified),-2,4,1,-6,-3,3,0,6,-1
CC(=O)C1=CCC(c2ccc(C)cc2)N(S(=O)(=O)c2ccc(C)cc2)C1 (stereo unspecified),3,-6,3,-4,-4,-4,-3,0,8
CC(C)(C)c1ccc(S(=O)(=O)NCc2ccc(C(=O)NCC3CCCO3)cc2)cc1 (stereo unspecified),-4,-3,5,1,-4,0,-3,1,1
COc1ccc(NC(=O)/C=C/c2ccc(F)cc2)cn1,-8,-6,7,-3,0,7,3,5,-4
CC(=O)NC1CC2CCCC(C1)N2CC(=O)N1CCCc2ccccc21 (stereo unspecified),9,-1,1,-14,-5,15,-1,7,1
Cc1cc(NC(=O)C2CC(=O)N(c3ccccc3Cl)C2)no1 (stereo unspecified),-2,3,1,-10,0,7,-1,4,1
Fc1ccc(SCCc2ccccn2)cc1,-5&7,3&-5,0&3,-11&-10,-1&-4,18&3,2&-2,0&5,-10&8
CCn1cc(C(=O)OCC(=O)NCc2ccccc2Cl)c(=O)c2ccc(C)nc21,-4,1,1,-2,-8,3,-6,1,-4
CCCn1nc(NS(C)(=O)=O)c2cc3cccc(C)c3nc21,3,1,0,3,-3,5,-1,-2,-2
Nn1c(C2CCCCC2)nc2ccccc2c1=O,-11,5,0,-12,-4,5,4,-3,-4
O=C(O)CCC1OC(=O)C(O)=C1c1ccccc1 (stereo unspecified),-7,5,-1,-5,0,4,3,1,1
CSc1ccc(CN2CCC2(C)C(=O)NC2CCN(Cc3ccccc3)CC2)cc1 (stereo unspecified),-5,1,6,9,-6,-13,-1,2,-4
COc1ccc(CCNC(=O)CCC2COc3ccccc3O2)cc1OC (stereo unspecified),2,1,0,-15,0,13,0,7,-1
CCc1ccc(C(=O)N/N=C/c2cccc3ccccc23)nc1,8,-2,2,-8,-9,3,-3,-1,0
CCCCC(CC)CNC(=O)CCCCn1c(=O)[nH]c2ccsc2c1=O (stereo unspecified),3,2,2,-8,-3,4,-3,0,2
CCc1noc(C)c1C(=O)Nc1ccc(C(F)(F)F)cc1,-10,-4,3,-3,-4,1,-5,4,16
FC(F)(F)c1cc(-c2cccs2)nc2nc(N3CCOCC3)sc12,-1,5,0,10,-9,-7,0,11,2
COc1ccc(NC(=O)CNC(=O)c2cccs2)cc1Cl,-4,-3,0,-8,-2,4,1,5,19
CCN(c1ccc(NC(=O)COC(=O)C2CCN(c3ccc(C(F)(F)F)cn3)CC2)cc1)C(C)C,-1,-8,0,35*,-8,-20,-2,0,13
COc1cc(OC)cc(-c2nnc(Nc3nc4c(F)cccc4s3)o2)c1,-6,3,1,-9,-6,6,2,4,-1
CCN(CC)c1nc(C(N)=O)cc(-c2ccccc2)n1,-3,0,-1,0,-1,3,-8,16,-3
CN(C)c1ccc(C(=O)/C=C/c2ccco2)cc1,24,0,1,-3,-5,4,-2,8,14
Clc1ccc2[nH]c3c(NCCN4CCOCC4)ncnc3c2c1,5,1,4,-12,-2,3,-3,5,2
Cc1nn(-c2ccccc2)c2sc(C(=O)O)cc12,-2,16,0,-17,0,13,1,9,-2
Cc1cc(-c2nc3cccnc3s2)ccc1NS(=O)(=O)c1ccc2c(c1)OCCO2,-4,-9,4,-13,5,12,1,2,15
Cc1c(Cl)c([N+](=O)[O-])nn1CCCC(=O)NC(C)c1ccccc1 (stereo unspecified),-4,-3,0,0,-6,2,0,26,9
Oc1cccc(-c2nc3ccccc3s2)c1,-4,-4,5,-12,-1,1,0,6,1
CC(C)[C@H](NC(=O)c1ccccc1F)C(=O)NCCc1ccccc1,4,4,0,8,-8,1,-2,6,5
CCOC(=O)c1nnn(CC(=O)N2N=C(c3ccc(Cl)cc3)CC2c2ccc(OC)cc2)c1C(=O)OCC (stereo unspecified),5,0,0,2,-2,2,-4,3,-2
Cc1ccc2cc(C=O)c(N3CCOCC3)nc2c1C,1,-2,3,-6,0,8,2,4,1
NC(=O)COc1ccc(C(=O)NCC2(N3CCOCC3)CCCCC2)cc1,10,-9,1,-10,-6,10,-3,0,6
Cc1ccc(S(=O)(=O)C(C#N)c2nc3ccccc3nc2N2CCN(C)CC2)cc1 (stereo unspecified),5,-2,2,1,-8,3,-3,2,-6
CC1CC(C)CN(C(=O)CSc2nnc3ccccn23)C1 (stereo unspecified),-19,2,0,6,-2,6,1,4,-2
Cc1onc(-c2c(F)cccc2Cl)c1C(=O)N1CCN(c2ncc(Br)cn2)CC1,-5,-2,1,1,-1,8,0,2,8
CCOC(=O)Cn1cnc2c(cnn2-c2ccccc2)c1=O,-2,0,0,2,-3,1,-3,-1,3
Cc1cc(C)c(NC(=S)NCC2CCN(C(C)c3ccccc3)C2)c(C)c1 (stereo unspecified),-4,-3,0,24,-6,-5,-9,-1,3
CC(NS(=O)(=O)c1ccc([N+](=O)[O-])cc1)C(=O)NN (stereo unspecified),2,1,2,0,-3,7,-4,2,6
Cc1ccc2nc(SCc3ccc([N+](=O)[O-])cc3)[nH]c2c1,6,-1,1,1,-5,-6,-5,5,-1
CCN1CCN(C(=O)c2cc3nc(-c4ccccc4)cc(C(F)(F)F)n3n2)CC1,4,3,3,-37,-9,16,-1,5,1
Cc1cccc(Cn2cnc3c(sc4nc(C)cc(C)c43)c2=O)c1,-3,10,2,-4,-3,6,-2,2,-5
NNC(=O)c1ccc(COc2cccc3ccccc23)o1,-3,4,1,-14,2,13,0,0,4
COc1cc(CC2COC(c3ccc(O)c(OC)c3)C2COC(C)=O)ccc1O (stereo unspecified),-9,-2,4,17,-1,-13,4,2,5
CCOc1ncccc1C(=O)NCc1ccc(C)cc1,3,4,0,-6,-11,11,-4,1,-3
CCOCCOC(=O)Cn1cnc2scc(-c3ccc(C)cc3)c2c1=O,1,1,0,-17,-2,17,-2,-1,0
C=CCOC(=O)Nc1nc(CCNC(=O)OCc2ccccc2)c(C(=O)OC)s1,2,-8,8,/,/,/,2,1,11
O=C(CSc1ccc(Cl)cc1)N1CCN(c2ncc(C(F)(F)F)cc2Cl)CC1,6,-1,0,-5,-6,0,1,9,0
O=C1NC[C@H](Cc2ccccc2)N(C[C@@H]2CCCN2C[C@H](Cc2ccc(O)cc2)N2C[C@H](Cc3ccc(O)cc3)N(CCc3ccccc3)C(=O)C2=O)C1=O,-11,4,1,/,/,/,1,1,-12
COc1ccc(NC(=O)CCn2c(=S)[nH]c3ccccc3c2=O)cc1OC,-6,-2,0,-3,-3,3,-1,3,5
CCCCN1C(=O)C(NC(C)=O)c2cc(Br)ccc21 (stereo unspecified),0,-1,0,-8,-5,7,1,2,-13
CSCCC(C(=O)Nc1ccc2c(c1)OCO2)N1C(=O)c2ccccc2C1=O (stereo unspecified),1,-3,1,-3,-2,7,0,13,0
CCc1ccc(NC(=O)CCNS(=O)(=O)c2cccc3nonc23)cc1,-8,-12,2,0,-3,5,-6,9,10
C/C(=N\OC(=O)Nc1ccccc1)c1ccc(C)cc1,7,-5,-1,-2,-7,9,-2,4,10
CCc1nnc(NC(=O)c2nc(S(=O)(=O)Cc3ccc(C)cc3)ncc2Cl)s1,11,-6,-1,3,-2,6,-3,0,23
Cc1ccc(/C=N/NC(=O)c2cc(-c3ccccc3)nc3ccccc23)o1,-3,-1,5,-3,-3,1,-3,0,-3
CC(C)(C)C(=O)N1CCN(CCN2C(=O)c3cccc4cccc(c34)C2=O)CC1,-3,-6,2,-12,1,11,0,1,15
CCOC(=O)Cc1csc(NC(=O)COc2ccccc2)n1,-18,-14,2,-15,-2,4,-2,1,1
COc1ccc(S(=O)(=O)N2CCN(Cc3cc(=O)n4ccccc4n3)CC2)cc1,-10,-15,11,-5,-2,4,-1,10,9
COc1ccc(-c2cn3c(C)c(C(=O)N4CCc5ccccc5C4)sc3n2)cc1,-16,1,6,-14,2,7,1,/,-1
O=C1c2ccccc2NC(c2ccccc2Br)N1CCCN1CCOCC1 (stereo unspecified),-10,-3,1,-11,-8,6,-3,0,1
O=C(Cc1ccc(Cl)cc1)NCC(=O)N1CCCCC1,-8,11,1,-9,-2,13,0,4,-4
# The list continues.
SMILES,M4 antag,M5 PAM,M4 ag,M1 antag,M1 ag,M1 PAM,M5 ag,TAAR1 agonist,M5 antag
Cc1ccc(O)c(-c2cc(-c3cccc(F)c3)n[nH]2)c1,-12,2,0,-13,-2,5,-2,0,-4
O=C(Cc1c(F)cccc1Cl)NCCCn1ccnc1,3,2,0,-5,-9,2,-2,6,-2
Cc1cccc(C)c1NC(=O)C1(C)CCC(=O)N1CCOc1ccccc1 (stereo unspecified),1,2,0,-9,13,5,3,1,-1
CC(=O)N(c1ccc2oc(=O)sc2c1)S(=O)(=O)c1ccc(C(=O)O)cc1,1,7,2,-16,-1,24,-1,-1,2
Cc1ccc2nc(-c3cccc(NC(=O)c4ccc5c(c4)OCCO5)c3)oc2c1,-3,2,0,2,-4,-5,-1,8,1
O=C1c2ccccc2S(=O)(=O)N1CCOc1ccccc1,-1,-5,2,-7,-3,9,-2,12,6
O=C(NCCCN1C(=O)c2ccccc2C1=O)OCc1ccccc1,-8,9,3,-25,0,14,3,3,-6
Cc1cccc2cc(CN(CCN3CCOCC3)C(=O)Nc3ccccc3F)c(=O)[nH]c12,4,2,3,-8,-4,1,-2,0,-2
COc1ccc(NC(=O)COc2ccccc2Cc2ccccc2)cn1,6,-11,3,2,-3,-4,-2,-3,11
CCOc1cc(/C=C2/N=C(c3ccc(C(C)(C)C)cc3)OC2=O)cc(Cl)c1OS(C)(=O)=O,11,8,0,-5,-5,5,1,-1,-8
CC/C(=N\NC(=O)c1nnn(-c2nonc2N)c1CN(C)c1ccccc1)c1ccccc1,-8,-1,2,-6,-1,4,-2,0,-10
Cc1ccccc1N1CC(C(=O)Nc2ccncc2)CC1=O (stereo unspecified),3,5,1,2,-2,0,1,2,1
CCCn1ncc(OC)c(Cl)c1=O,11,6,-1,-1,-5,4,3,1,-6
CC(=O)c1ccc(NC(=O)CN2CCC(NC(=O)c3ccccc3C)CC2)cc1,-7,-2,2,-5,-1,2,0,1,-2
COc1ccccc1OCCn1c(C)c(C=O)c2ccccc21,-4,-8,11,0,1,0,10,3,8

# Given with tabs: part of the list above
Molecule	M4 antag	M5 PAM	M4 ag	M1 antag	M1 ag	M1 PAM	M5 ag	TAAR1 agonist	M5 antag
O=C(O)CCC1OC(=O)C(O)=C1c1ccccc1 (stereo unspecified)	-7	5	-1	-5	0	4	3	1	1
CSc1ccc(CN2CCC2(C)C(=O)NC2CCN(Cc3ccccc3)CC2)cc1 (stereo unspecified)	-5	1	6	9	-6	-13	-1	2	-4

# An excerpt from above, limited to M4 ag.
smiles,M4 ag
CC(=O)N(c1ccc2oc(=O)sc2c1)S(=O)(=O)c1ccc(C(=O)O)cc1,2
O=C1c2ccccc2S(=O)(=O)N1CCOc1ccccc1,2
Cc1ccccc1N1CC(C(=O)Nc2ccncc2)CC1=O (stereo unspecified),1
COc1ccccc1OCCn1c(C)c(C=O)c2ccccc21,11

# Bioassay records (PubChem)
